# High-throughput results as filed in PubChem.
# SW480 rereplic: A quantitative high throughput screen for small molecules that induce DNA re-replication in SW480 colon adenocarcinoma cells | SW480 DNA re-replication, Hoechst DNA content imaging, 48 h | Potency, µM (doses to about 46.1 µM), for the others: at the highest dose re-replication activation, hits mostly activators | 340,000 tested, 1.8% active | AID 624297, 2012; further: potency means the concentration at half of the fitted maximal effect; % of control where 0% means no effect; nearly all actives have a fitted effect of over 55% in size
#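 Hoechst fluorescence of nuclei (405 nm excitation, 500-530 nm emission) measured by plate-scanning imager after 48 hr compound exposure at 37 C; re-replication scored as increased number of nuclei with elevated intensity.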
# IL1B secr inh: qHTS for Inhibitors of Inflammasome Signaling: IL-1-beta AlphaLISA Primary Screen; THP-1 LPS/ATP IL-1B secretion, AlphaLISA, 16 h; active compounds read low; activity change, % at 57.5 µM; 360,000 tested, 4.7% active; in the data active means activity change below about -50%; inconclusive means mostly about -30% to -49%; further: on the % scale 0 is the no-effect control and ±100 the full control effect
#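 Secreted IL-1B measured by AlphaLISA bead assay after 16 h compound exposure of THP-1 cells; compounds (final up to 57.5 uM) added 1 h before LPS (250 ng/mL) and ATP (1.25 mM) stimulation; lower signal means less secretion.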
# WRN inhibitor: qHTS for Inhibitors of WRN Helicase. Bifunctional 3'-5' exonuclease/ATP-dependent helicase WRN (Homo sapiens), Q14191. WRN helicase unwinding, fluorescent forked duplex, kinetic. Potency, µM (highest dose often 114 µM), without a hit: top-dose activity change, negative = inhibition, hits mostly inhibitors. 360,000 tested, 0.46% active; further: potency means the concentration at half of the fitted maximal effect; on the % scale 0 is the no-effect control and ±100 the full control effect; nearly all actives have a fitted effect of over 55% in size
# Target sequence (Q14191 whole entry, looked up): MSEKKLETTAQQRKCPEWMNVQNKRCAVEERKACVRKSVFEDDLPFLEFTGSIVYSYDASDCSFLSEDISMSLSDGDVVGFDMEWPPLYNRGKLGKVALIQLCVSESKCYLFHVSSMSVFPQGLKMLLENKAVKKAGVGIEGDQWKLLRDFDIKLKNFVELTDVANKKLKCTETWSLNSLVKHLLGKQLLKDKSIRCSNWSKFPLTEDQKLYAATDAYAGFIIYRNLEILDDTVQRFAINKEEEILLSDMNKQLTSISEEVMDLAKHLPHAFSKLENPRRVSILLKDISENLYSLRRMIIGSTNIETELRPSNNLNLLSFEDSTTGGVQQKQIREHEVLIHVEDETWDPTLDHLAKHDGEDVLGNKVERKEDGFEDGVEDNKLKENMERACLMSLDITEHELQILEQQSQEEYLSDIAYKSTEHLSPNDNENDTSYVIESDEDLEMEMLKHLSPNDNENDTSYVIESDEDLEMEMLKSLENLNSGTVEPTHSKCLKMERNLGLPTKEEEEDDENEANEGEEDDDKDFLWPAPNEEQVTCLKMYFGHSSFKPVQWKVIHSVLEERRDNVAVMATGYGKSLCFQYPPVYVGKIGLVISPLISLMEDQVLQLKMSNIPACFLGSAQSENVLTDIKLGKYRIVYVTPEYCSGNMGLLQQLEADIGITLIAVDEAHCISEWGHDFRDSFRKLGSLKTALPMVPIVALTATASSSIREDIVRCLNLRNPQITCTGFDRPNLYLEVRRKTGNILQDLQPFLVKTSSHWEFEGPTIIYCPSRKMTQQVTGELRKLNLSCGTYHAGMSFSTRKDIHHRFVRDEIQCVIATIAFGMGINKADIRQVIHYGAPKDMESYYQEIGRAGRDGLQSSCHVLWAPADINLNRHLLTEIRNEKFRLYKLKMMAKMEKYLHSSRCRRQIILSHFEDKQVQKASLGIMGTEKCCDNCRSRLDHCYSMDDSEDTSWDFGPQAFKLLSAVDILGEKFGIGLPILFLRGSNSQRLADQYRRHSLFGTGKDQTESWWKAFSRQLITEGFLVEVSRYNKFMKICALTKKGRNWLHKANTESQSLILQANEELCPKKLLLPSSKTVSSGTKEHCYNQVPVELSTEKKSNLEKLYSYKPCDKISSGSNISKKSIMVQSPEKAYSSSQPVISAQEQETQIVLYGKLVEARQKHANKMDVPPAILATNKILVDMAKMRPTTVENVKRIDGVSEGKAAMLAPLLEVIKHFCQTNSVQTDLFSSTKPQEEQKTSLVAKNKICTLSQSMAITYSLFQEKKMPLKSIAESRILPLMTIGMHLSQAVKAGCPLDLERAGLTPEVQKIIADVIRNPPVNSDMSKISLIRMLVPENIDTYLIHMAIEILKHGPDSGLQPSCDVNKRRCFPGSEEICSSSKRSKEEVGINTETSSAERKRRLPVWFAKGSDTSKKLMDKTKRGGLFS
#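 Enzyme (20 nM final) and test compound sit together 15 min at room temperature before substrate addition. Substrate is a single-forked duplex oligonucleotide (100 nM) labelled with fluorophore and quencher, with 2 mM ATP; helicase unwinding raises red fluorescence, read kinetically.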
# ATXN2 expr inh: Primary qHTS for Inhibitors of ATXN expression | HEK-293 ATXN2-luciferase reporter, luminescence, 24 h | Potency, µM (top dose mostly 57 µM), for inactives: top-dose activity change, negative = inhibition, actives largely listed as inhibitors | 360,000 tested, 0.72% active | AID 1745845, 2022; further: potency means the concentration at half of the fitted maximal effect; on the % scale 0 is the no-effect control and ±100 the full control effect; nearly all actives have a fitted effect of over 55% in size
#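 qHTS (up to 57 uM final) was run with 24 h compound exposure of reporter cells at 37 °C. Each well was multiplexed: SteadyGlo luminescence measured ATXN2-luciferase expression after a fluorogenic Gly-Phe-AFC viability readout (25 uM final).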
# KB-V1 MDR tox: qHTS assay for MDR1-selective chemotherapeutics: Primary screen using the drug-selected MDR subline cells KB-V1; KB-V1 MDR cells viability, CellTiter-Glo, 72 h; Potency, µM (highest dose often 46.1 µM), for the others: at the highest dose activity change, negative = cytotoxicity, most hits filed as cytotoxic; 400,000 tested, 3.4% active; AID 1347076, 2019; further: potency means the concentration at half of the fitted maximal effect; on the % scale 0 is the no-effect control and ±100 the full control effect; nearly all actives have a fitted effect of over 60% in size
#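 Cells of the MDR subline KB-V1 are plated, dosed with compound at multiple concentrations, and incubated 72 h at 37 degrees C; CellTiter-Glo is then added and luminescence read after 10 min.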
# HT1080 IDH1KD tx: qHTS for induction of synthetic lethality in tumor cells producing 2HG: qHTS for the HT-1080-IDH1KD cell line; HT-1080 IDH1 knockdown viability, ATP luminescence, 48 h; Potency, µM (titrated, usually from 46.1 µM), without a hit: top-dose activity, negative = toxicity, hits mostly cytotoxic; AID 686971, 2013; 360,000 tested, 2% active;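 further: potency means the concentration at half of the fitted maximal effect; 0% = DMSO wells and -100% = cell-free medium wells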
#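 Luminescent ATP read-out (CellTiter-Glo, 10 min at room temperature) after 48 h compound exposure at 37 °C gave viability of IDH1-knockdown HT-1080 cells. Activity was normalised to DMSO and cell-free wells, then fitted as concentration-response curves.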
# KB-3-1 tox: qHTS assay for MDR1-selective chemotherapeutics: Primary screen using the parental adenocarcinoma cell KB-3-1; 400,000 tested, 1.4% active; Potency, µM (highest dose often 46.1 µM), for the others: at the top dose activity change, negative = cytotoxic, usual class: cytotoxic; AID 1347075, 2019; KB-3-1 viability, CellTiter-Glo ATP luminescence, 72 h; further: potency means the concentration at half of the fitted maximal effect; on the % scale 0 is the no-effect control and ±100 the full control effect; nearly all actives have a fitted effect of over 60% in size
#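 Here the drug-naive KB-3-1 line serves as comparator for MDR sub-line selectivity; cells received compound titrations, 72 h at 37 °C, then CellTiter-Glo readout.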
# HT1080NT lethal: qHTS for induction of synthetic lethality in tumor cells producing 2HG: qHTS for the HT-1080-NT fibrosarcoma cell line | HT-1080-NT fibrosarcoma viability, CellTiter-Glo ATP luminescence, 48 h | Potency, µM (top dose mostly 46.1 µM), inactives show at the top dose activity, negative = less viability, most hits filed as cytotoxic | 360,000 tested, 1.6% active | AID 686970, 2013;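 further: NT is the 2HG producing partner of a matched IDH1 knockdown line; potency means the concentration at half of the fitted maximal effect; 0% = DMSO-treated cells and -100% = media-only wells without cells; nearly all actives have a fitted effect of over 55% in size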
#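 Read-out is CellTiter-Glo luminescence after 10 minutes at room temperature, following 48 hours' compound treatment of HT-1080-NT cells (750 cells/well, RPMI, 5% FBS, 37 degrees C).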
# MCF10A rerep: A quantitative high throughput screen for small molecules that induce DNA re-replication in MCF 10a normal breast cells | MCF 10A DNA re-replication, Hoechst nuclear intensity, 48 h | Potency, µM (series often up to 46.1 µM), for the others: at the top dose activity, positive = re-replication, hits mostly activators | 350,000 tested, 2.9% active | AID 624296, 2012; further: potency means the concentration at half of the fitted maximal effect; % of control where 0% means no effect; nearly all actives have a fitted effect of over 50% in size
# Active calls of the source: *; i = inactive; ? = inconclusive; / = no result given; [ ] = another dose, or the depositor's remark. Unless noted, the call rests on the fitted dose curve; in most records, active means well fitted curve in the direction sought with a large enough effect; inconclusive means small, poorly fitted or top-dose-only effect, or another doubt; inactive means no such curve, though single readings can be large; an effect the other way counts as inactive or inconclusive.
SMILES	SW480 rereplic	IL1B secr inh	WRN inhibitor	ATXN2 expr inh	KB-V1 MDR tox	HT1080 IDH1KD tx	KB-3-1 tox	HT1080NT lethal	MCF10A rerep
CCc1nnc(NC(=O)c2cc(S(=O)(=O)N(C)c3ccc(OC)cc3)ccc2Cl)s1	0%	26	-32%	11%	-21%	2%	0%	3%	?
O=C(NCc1ccccc1)c1c(O)c2ccccc2[nH]c1=O	-72%[inhibitor]	-18	-27%	-7%	19%	22%	11%	8%	5%
O=C1OC(c2ccccc2)(c2cc(Br)c(O)c(Br)c2)c2ccccc21 (configuration not stated)	-9%	-9	-13%	-1%	20%	0%	3%	-8%	?
COC(=O)c1ccccc1NC(=O)COc1ccccc1[N+](=O)[O-]	-2%	48	-7%	-14%	-18%	-7%	-5%	-14%	14%
O=C(O)c1cccc(-n2c(/C=C/c3ccccc3)nc3ccccc3c2=O)c1	?	5	5%	1%	-6%	-3%	4%	0%	15%
Cc1ccccc1COc1ccc(/C=N/NC(=O)c2nnn(-c3nonc3N)c2CN2CCC(C)CC2)cc1	2%	?	-10%	6%	-4%	-2%	-4%	-18%	2%
CNc1ccc(Br)cc(C(=O)/C=C/c2ccc(OC)cc2)c1=O	-6%	?	-8%[11.6 µM]	?	?	3%	?	0%	?
COc1ccc(CCN(C(=O)/C=C/C(=O)O)C2CC(=O)N(c3ccccc3)C2=O)cc1 (configuration not stated)	-2%	-2	-2%	24%	-9%	-15%	0%	-4%	1%
CCc1ccccc1NC(=O)C1c2ccccc2Oc2ccccc21	4%	1	-3%	/	?	1%	0%	11%	3%
NC(=S)c1ccc[n+]([O-])c1	-1%	6	?	-8%	/	-2%	/	-10%	0%
COCCCNC(=S)NNC(=O)c1cc(C2CC2)nc2ccccc12	?	i	-14%	-2%	-24%	11%	14%	4%	-7%
COc1ccc(/C=N/Nc2ncc(Br)cn2)c(OC)c1	-30%[inhibitor]	-1	?	/	9%	3%	3%	7%	-5%

# Copied from the list:
# O=C(NCc1ccccc1)c1c(O)c2ccccc2[nH]c1=O in HT1080 IDH1KD tx → 22%
# COCCCNC(=S)NNC(=O)c1cc(C2CC2)nc2ccccc12 in ATXN2 expr inh → -2%

# Returning to the listing, starting 5 compounds before the break.
SMILES	SW480 rereplic	IL1B secr inh	WRN inhibitor	ATXN2 expr inh	KB-V1 MDR tox	HT1080 IDH1KD tx	KB-3-1 tox	HT1080NT lethal	MCF10A rerep
COc1ccc(CCN(C(=O)/C=C/C(=O)O)C2CC(=O)N(c3ccccc3)C2=O)cc1 (configuration not stated)	-2%	-2	-2%	24%	-9%	-15%	0%	-4%	1%
CCc1ccccc1NC(=O)C1c2ccccc2Oc2ccccc21	4%	1	-3%	/	?	1%	0%	11%	3%
NC(=S)c1ccc[n+]([O-])c1	-1%	6	?	-8%	/	-2%	/	-10%	0%
COCCCNC(=S)NNC(=O)c1cc(C2CC2)nc2ccccc12	?	i	-14%	-2%	-24%	11%	14%	4%	-7%
COc1ccc(/C=N/Nc2ncc(Br)cn2)c(OC)c1	-30%[inhibitor]	-1	?	/	9%	3%	3%	7%	-5%
COC(=O)c1cc2ccsc2n1Cc1nc(-c2ccc(OC)cc2)oc1C	?	0	-24%	43%[activator]	0%	?	-8%	?	27%
COc1cccc(/C=N/NC(=O)CN2CC(c3ccccc3)CC2=O)c1O (configuration not stated)	7.3µM*	92	1%	-33%	?	?	?	?	?
NC(=O)Nc1ccc(C(=O)OCC(=O)NC2CCCc3ccccc32)cc1 (configuration not stated)	3%	5	-20%	7%	-9%	-1%	4%	0%	3%
NC(Cc1ccc(C(F)(F)F)cc1)c1csc(Nc2cnccn2)n1 (configuration not stated)	/	?	-5%	?	-2%	?	0%	?	/
N/C(CS(=O)(=O)c1ccccn1)=N\OC(=O)c1ccc(Cl)cc1	-9%	-8	-5%	21%	0%	20%	14%	5%	5%
O=C(COc1cc(F)ccc1[N+](=O)[O-])Nc1cccc(S(=O)(=O)NC2=NCCC2)c1	-15%	-2	3%	-2%	?	?	27%	?	8%
COC(=O)C(C)(C)ONC(=O)Nc1ccccc1	-2%	-9	4%	2%	-5%	29%	7%	27%	-3%
O=C1c2ccccc2C(=O)N1CN(C(=O)c1ccccc1[N+](=O)[O-])c1ccc(F)cc1	-8%	-2	1%	-23%	5%	11%	20%	16%	5%
COc1cc(N)c2ncccc2c1Cl	9%	-3	5%	-7%	?	3%	-24%	4%	8%
Cc1ccc(CC(=O)Nc2cccnc2)cc1	5%	3	2%	/	12%	10%	0%	11%	-2%
CCCCOC(=O)C(C)Sc1n[nH]c(=O)[nH]c1=O (configuration not stated)	-5%	9	3%	-5%	-1%	1%	0%	0%	6%
CCn1c(SCC(=O)NCc2ccccc2)nc2nc3c(cc2c1=O)CCCC3	0%	-13	-10%	-10%	-24%	-15%	2%	-12%	10%
Cc1ccccc1C(=O)Nc1ccnn1C1CCN(CCCc2ccccc2)CC1	-12%	2	-11%	-1%	0%	1%	-19%	-3%	0%
NC(=O)N/N=C/c1coc2ccc(O)cc2c1=O	-16%	13	-5%	/	-6%	-8%	2%	0%	-6%
O=C(NCCc1ccccc1F)c1ccc2c(c1)OCCO2	-1%	-8	2%	0.56µM*	-5%	-18%	-18%	-14%	1%
CC(=O)c1cccc(NC(=O)C2CC(=O)N(Cc3ccccc3)C2)c1 (configuration not stated)	-4%	44	-2%	2%	7%	1%	28%	-1%	2%
COc1cccc(CN(C)C(=O)CSCC(=O)Nc2cccc(C)c2)c1OC	-21%	15	1%	-14%	-27%	-1%	?	1%	?
Cc1ccc(NC(=S)N2CCN(c3ccccn3)CC2)cc1C	-20%	-1	-3%	25%	0%	8%	0%	4%	0%
COCCCN1C(=O)C(CC(=O)NC2CCCC2)CC(C(=O)N2CCOCC2)=C1C (configuration not stated)	/	18	-3%	9%	?	10%	-4%	11%	/
CCN1CCc2c(OCc3ccccc3)cccc2C1=O	-13%	?	-1%	-25%	?	12%	-7%	13%	-2%
Cc1ccc(C(=O)Nc2nc3n(n2)C(c2ccccc2)CC(=O)N3)cc1 (configuration not stated)	-2%	0	-1%	-9%	5%	10%	-1%	12%	-1%
COc1ccc(NC(=O)C2(C)Cc3c(-c4ccc(NC(C)=O)cc4)ccnc3O2)cc1 (configuration not stated)	/	?	-3%	2%	-7%	7%	0%	26%	/
Cc1nc(N(C)C)ncc1C(=O)O	7%	15	-15%[57.1 µM]	-1%	-3%	12%	3%	8%	-1%
Cn1cc(C(=O)c2cccc(Cl)c2)cc1/C=N\O	2%	-64*	12%	3%	-5%	3%	-25%	-8%	3%

# IL1B secr inh, hit marks shown above.
SMILES,SW480 rereplic,IL1B secr inh,WRN inhibitor
Cn1cc(C(=O)c2cccc(Cl)c2)cc1/C=N\O,2%,-64*,12%

# Further records follow:
SMILES	SW480 rereplic	IL1B secr inh	WRN inhibitor	ATXN2 expr inh	KB-V1 MDR tox	HT1080 IDH1KD tx	KB-3-1 tox	HT1080NT lethal	MCF10A rerep
COc1ccccc1-c1nnc(SCC(=O)NCc2ccco2)n1N	-5%	6	-4%	-7%	-5%	2%	-2%	0%	-8%
COc1ccccc1NC(=O)c1ccc2c(c1)CCN2S(C)(=O)=O	-2%[9.22 µM]	-11	-8%	-7%	3%	9%	13%	5%	2%
N#C/C(=C\c1ccc(OC(=O)c2ccccn2)cc1)C(N)=O	2%	11	?	8%	2%	8%	0%	13%	-1%
COc1ccccc1N1CCN(C(=O)c2oc3c(c2C)C(=O)CC(C)(C)C3)CC1	-6%	-6	1%	/	?	-2%	-33%	-5%	-4%
CCOc1ccc(S(=O)(=O)NCC(c2ccc3c(c2)OCO3)N2CCN(C)CC2)cc1 (configuration not stated)	6.5µM*	-1	-3%	0%	-4%	-17%	0%	-10%	9%
COc1ccc(-c2nnc3n(CCc4ccccc4)c(=O)c4ccccc4n23)cc1OC	9%	?	-5%	-2%	3%	2%	-3%	4%	?
CSCC[C@H](NC(=O)C1CCC(CNC(=O)[C@@H]2CCCN2C(=O)OC(C)(C)C)CC1)C(=O)O (some centres not stated)	-2%	-5	-4%	-2%	-3%	-4%	9%	0%	-1%
COc1ccc(C(=O)NC(=S)Nc2cccnc2)cc1Cl	-2%	17	-23%	15%	1%	1%	-18%	-1%	2%
Cc1ccc(NC(=O)c2cccc3c2C(=O)N(C2CCCCC2)C3)c(Cl)c1	-8%	/	4%	2%	-1%	4%	-12%	-3%	3%
COc1cccc(NC(=O)CN(C)C(=O)CC2CCCC2)c1	18%	-18	-1%	0%	6%	-1%	-6%	3%	15%
COc1ccccc1NC(=O)Cn1cnc2c1c(=O)n(C)c(=O)n2C	-7%	13	8%	8%	1%	0%	-7%	-6%	14%

# Compounds were not picked by outcome; any-hit rate near 12%.
